Screening results as filed in PubChem BioAssay.
All columns: NCI-60 one-dose screen, growth in % after 48 h at 10 µM unless noted; 100 = growth as untreated, 0 = no growth, -100 = all killed.
MDA-MB-231 = MDA-MB-231 breast cancer; 5% of 81,000 active; AID 1794789
BT-549 = BT-549 breast cancer; 4.4% of 78,000 active; AID 1794793
MCF7 = MCF7 breast cancer | 6.3% of 82,000 active | AID 1794796
LOX IMVI = LOX IMVI melanoma | 7.4% of 79,000 active
MDA-MB-468 = MDA-MB-468 breast cancer; 8.5% of 78,000 active
HS 578T = HS 578T breast cancer; 4.1% of 78,000 active; AID 1794788
MALME-3M = MALME-3M melanoma; 5.8% of 78,000 active
T-47D = T-47D breast cancer; 5% of 79,000 active; AID 1794792
Numbers without * were called inactive; [ ] = remark or other dose. How the source made its calls: active means growth percent below 10; inactive means the rest.

Results for O=C(Nc1cccc(-n2cc(-c3ccncc3)c(-c3ccc(Cl)c(O)c3)n2)c1)Nc1ccc(Cl)c(C(F)(F)F)c1 ?
MDA-MB-231: -36*; BT-549: 1.3*; MCF7: -17*; LOX IMVI: -76*; MDA-MB-468: -49*; HS 578T: -7.4*; MALME-3M: -17*; T-47D: -7.1*

How did Nc1nc(Nc2ccc(Cl)cc2)nn1Cc1cccc(Br)c1 do in these assays?
MDA-MB-231: 43; BT-549: 34; MCF7: 18; LOX IMVI: 14; MDA-MB-468: 28; HS 578T: 18; MALME-3M: 51; T-47D: 19

How did Cc1ccc(-c2nc3ccccn3c2/C=C2/C(=O)Nc3ccc(Cl)cc32)cc1 do in these assays?
MDA-MB-231: 89; BT-549: 84; MCF7: 76; LOX IMVI: 72; MDA-MB-468: 93; HS 578T: 99; MALME-3M: 101; T-47D: 56

What do the screens show for `CC/C(=C/c1ccc(OC)cc1O)c1ccc2ccc(OC)cc2[o+]1`?
MDA-MB-231: 99; MCF7: 77; LOX IMVI: 84; MDA-MB-468: 99; HS 578T: 109; MALME-3M: 99; T-47D: 87

How did NC(=O)c1cccc(N2Cc3ccccc3OC3=C2C(=O)c2c(O)ccc(O)c2C3=O)c1 do in these assays?
MDA-MB-231: -82*; BT-549: -57*; MCF7: -22*; LOX IMVI: -63*; MDA-MB-468: -21*; HS 578T: 21; MALME-3M: -82*; T-47D: -37*

Results for O=C(c1c[nH]c2ccccc12)c1n[nH]c(=S)n1-c1ccc([N+](=O)[O-])cc1 ?
MDA-MB-231: 91; BT-549: 117; MCF7: 63; LOX IMVI: 100; MDA-MB-468: 106; HS 578T: 93; MALME-3M: 106; T-47D: 40

Results for CC(CN=C(CC(=O)c1ccc(Br)cc1)c1ccccc1)N=C(CC(=O)c1ccc(Br)cc1)c1ccccc1 (stereo unspecified) ?
MDA-MB-231: 80; BT-549: 86; MCF7: 83; LOX IMVI: 67; HS 578T: 71; T-47D: 74

How did CC(=O)N1N=C(CCC(=O)c2nc3ccc([N+](=O)[O-])cc3[nH]2)OC1c1ccc(Br)cc1 (stereo unspecified) do in these assays?
MDA-MB-231: 79; BT-549: 93; LOX IMVI: 87; MDA-MB-468: 105; HS 578T: 94; MALME-3M: 98; T-47D: 52

What do the screens show for `Cc1ccc(S(=O)(=O)NCCCCCC(=O)O)cc1`?
MDA-MB-231: 109; MCF7: 88; LOX IMVI: 98; MDA-MB-468: 102; HS 578T: 101; MALME-3M: 93; T-47D: 92

Results for COc1ccc2c(c1)C(=O)/C(=C/c1cccnc1Cl)CC2 ?
MDA-MB-231: 101; BT-549: 93; MCF7: 67; LOX IMVI: 94; MDA-MB-468: 78; HS 578T: 92; MALME-3M: 105; T-47D: 63

Results for COc1ccc(NC(=O)[C@@H]2CCC(=O)N2C)cc1OC ?
MDA-MB-231: 100; BT-549: 102; MCF7: 94; LOX IMVI: 101; MDA-MB-468: 98; HS 578T: 91; MALME-3M: 104; T-47D: 90

Results for CCOC(=O)c1c(NCC(=O)Nc2ccccc2[N+](=O)[O-])sc(C(C)=O)c1C ?
MDA-MB-231: 97; BT-549: 98; MCF7: 92; LOX IMVI: 98; MDA-MB-468: 100; HS 578T: 111; MALME-3M: 110; T-47D: 107

What do the screens show for `O=C(CN1C(=O)NC(c2ccccc2)(c2ccccc2)C1=O)c1ccc(N2CCC(c3ccccc3)CC2)cc1`?
BT-549: 102; MCF7: 87; LOX IMVI: 95; MDA-MB-468: 101; HS 578T: 102; MALME-3M: 97; T-47D: 89

How did O=C1Nc2ccccc2/C1=C/C(=O)c1ccc(N2CCOCC2)cc1 do in these assays?
MDA-MB-231: 88; BT-549: 97; MCF7: 79; LOX IMVI: 89; MDA-MB-468: 85; HS 578T: 84; MALME-3M: 76; T-47D: 81

How did CC(C)(C)Nc1nc2ccc(OC/C(=C/F)CN)cc2o1 do in these assays?
MDA-MB-231: 103; BT-549: 102; MCF7: 91; LOX IMVI: 100; MDA-MB-468: 100; HS 578T: 99; MALME-3M: 102; T-47D: 98

How did CC1CCCN(CCCOc2ccc(-c3ccc(C#N)cc3)cc2)C1 (stereo unspecified) do in these assays?
MDA-MB-231: 85; BT-549: 81; MCF7: 90; LOX IMVI: 90; MDA-MB-468: 84; HS 578T: 95; MALME-3M: 100; T-47D: 79

Results for Cc1ccc[n+](/C=C/c2ccccc2)c1 ?
MDA-MB-231: 102; BT-549: 108; MCF7: 96; LOX IMVI: 98; MDA-MB-468: 113; HS 578T: 97; MALME-3M: 105; T-47D: 87

How did Cc1cc(C2=NNC(=O)C(C)c3cc4c(cc32)OCO4)ccc1N (stereo unspecified) do in these assays?
MDA-MB-231: 112; BT-549: 92; MCF7: 99; LOX IMVI: 98; MDA-MB-468: 107; HS 578T: 113; MALME-3M: 99; T-47D: 117

What do the screens show for `COc1ccc(/C(C)=N/N=C2C(=O)Nc3cc(Br)ccc32)cc1S(N)(=O)=O`?
MDA-MB-231: 76; BT-549: 86; MCF7: 86; LOX IMVI: 99; MDA-MB-468: 97; HS 578T: 92; MALME-3M: 116; T-47D: 73

Results for CCCCCCCCN(CCCCCCCC)C(=O)c1cccc(C)c1 ?
MDA-MB-231: 117; BT-549: 97; MCF7: 95; LOX IMVI: 96; MDA-MB-468: 93; HS 578T: 101; MALME-3M: 75; T-47D: 96

What do the screens show for `O=C(O)CCN1C(=O)/C(=C/c2cc3cc4c(cc3nc2Cl)OCO4)SC1=S`?
MDA-MB-231: 94; BT-549: 91; MCF7: 55; LOX IMVI: 66; MDA-MB-468: 59; HS 578T: 90; MALME-3M: 96; T-47D: 94

What do the screens show for `O=C1CCC(C(=O)NNc2c(F)c(F)c(F)c(F)c2F)N1` (stereo unspecified)?
MDA-MB-231: 105; BT-549: 111; MCF7: 99; LOX IMVI: 100; MDA-MB-468: 118; HS 578T: 103; MALME-3M: 107; T-47D: 107

Results for CCN1CCN(CC(=O)Nc2nc3ccc(N)cc3s2)CC1 ?
MDA-MB-231: 102; BT-549: 94; MCF7: 93; LOX IMVI: 106; MDA-MB-468: 103; HS 578T: 103; MALME-3M: 111; T-47D: 107

What do the screens show for `CCC(C)(C)OC(=O)c1ccc([N+](=O)[O-])cc1`?
MDA-MB-231: 116; BT-549: 119; MCF7: 111; LOX IMVI: 102; MDA-MB-468: 106; HS 578T: 94; MALME-3M: 124; T-47D: 103

Results for Cc1ccc(Nc2nnc(-c3csc(N)n3)s2)cc1 ?
MDA-MB-231: 108; BT-549: 103; MCF7: 98; LOX IMVI: 104; MDA-MB-468: 109; HS 578T: 108; T-47D: 95

Results for Cc1c(C(N)=O)sc2c1c(=O)n(Cc1ccccc1)c1nnc(-c3ccccc3Cl)n21 ?
MDA-MB-231: 78; BT-549: 72; MCF7: 73; LOX IMVI: 91; MDA-MB-468: 108; HS 578T: 62; MALME-3M: 130; T-47D: 86

What do the screens show for `O=[N+]([O-])c1c(F)cccc1Nc1cccc(F)c1`?
BT-549: 118; MCF7: 90; LOX IMVI: 102; MDA-MB-468: 127; HS 578T: 102; T-47D: 108

Results for N#Cc1c(-c2ccccc2)cc(-c2ccccc2)n(CCCCCCC(=O)Nc2ccccc2N)c1=O ?
MDA-MB-231: 99; BT-549: 108; MCF7: 42; LOX IMVI: 100; MDA-MB-468: 76; HS 578T: 108; MALME-3M: 118; T-47D: 86

What do the screens show for `C=C(C)[C@@H]1CC[C@]2(C(=O)NCCCCCCN)CC[C@]3(C)[C@H](CC[C@@H]4[C@@]5(C)C/C(=C/c6ccncc6)C(=O)C(C)(C)[C@@H]5CC[C@]43C)[C@@H]12`?
MDA-MB-231: 90; BT-549: 105; MCF7: 90; LOX IMVI: 100; MDA-MB-468: 104; HS 578T: 106; MALME-3M: 106; T-47D: 97

What do the screens show for `CC(O)COc1ccc(C(C)(C)C)cc1` (stereo unspecified)?
MDA-MB-231: 104; BT-549: 104; MCF7: 97; LOX IMVI: 95; MDA-MB-468: 106; HS 578T: 102; MALME-3M: 106; T-47D: 92

How did Cc1ccc(C2=NN3C(C2)c2cc(Br)ccc2OC3c2cccc(Cl)c2)s1 (stereo unspecified) do in these assays?
MDA-MB-231: 94; BT-549: 86; MCF7: 76; LOX IMVI: 98; MDA-MB-468: 99; HS 578T: 88; MALME-3M: 100; T-47D: 84

What do the screens show for `CCSc1nc(Cl)c(C#N)c(-c2ccc(F)cc2)n1`?
MDA-MB-231: 105; BT-549: 103; MCF7: 85; LOX IMVI: 87; MDA-MB-468: 84; HS 578T: 92; MALME-3M: 106; T-47D: 90

What do the screens show for `C=C(C)[C@@H]1CC=C2c3sc(-c4ccc(F)cc4)nc3C[C@@H](C)[C@]2(C)C1`?
MDA-MB-231: 90; BT-549: 107; MCF7: 84; LOX IMVI: 100; HS 578T: 105; MALME-3M: 97; T-47D: 94

How did COc1ccc(-c2nnc(SCC(=O)Nc3ccc(C(=O)/C=C/c4ccc(Cl)cc4)cc3)n2-c2ccccc2)cc1OC do in these assays?
MDA-MB-231: 79[100 µM]; BT-549: 90[100 µM]; MCF7: 92[100 µM]; LOX IMVI: 101[100 µM]; MDA-MB-468: 99[100 µM]; HS 578T: 83[100 µM]; MALME-3M: 97[100 µM]; T-47D: 93[100 µM]

How did CSc1nc2c(c(=O)[nH]1)C1(C(=O)N(Cc3ccccc3)c3ccccc31)c1c(nc(SC)[nH]c1=O)N2 do in these assays?
MDA-MB-231: 103; BT-549: 101; MCF7: 98; LOX IMVI: 98; MDA-MB-468: 95; HS 578T: 97; MALME-3M: 92; T-47D: 101

What do the screens show for `N#C/C(=C\NCc1ccc(Cl)cc1)S(=O)(=O)c1ccccc1`?
MDA-MB-231: 100; BT-549: 104; MCF7: 105; LOX IMVI: 91; MDA-MB-468: 102; HS 578T: 86; MALME-3M: 113; T-47D: 98

What do the screens show for `CCCCC(CC)C(=O)OCCCC1CCCO1` (stereo unspecified)?
MDA-MB-231: 102; BT-549: 101; MCF7: 114; LOX IMVI: 103; MDA-MB-468: 102; HS 578T: 96; MALME-3M: 97; T-47D: 102

Results for O=C1c2ccccc2C(=O)c2c1nc(-c1ccc(Cl)cc1)n2O ?
MDA-MB-231: 92; MCF7: 77; LOX IMVI: 93; MDA-MB-468: 99; HS 578T: 94; MALME-3M: 107

Results for O=C(CCBr)NCc1ccccc1 ?
MDA-MB-231: 109; BT-549: 101; MCF7: 100; LOX IMVI: 73; MDA-MB-468: 94; HS 578T: 105; MALME-3M: 105; T-47D: 102

How did Oc1c(CN2CCCCC2)cc(/C=C/c2cc(CN3CCCCC3)c(O)c3ncccc23)c2cccnc12 do in these assays?
MDA-MB-231: 50; BT-549: 73; MCF7: 39; LOX IMVI: 39; MDA-MB-468: 61; HS 578T: 98; MALME-3M: 88; T-47D: 80

Results for C(=C/c1ccccc1)/C=C/c1ccccc1 ?
MDA-MB-231: 110; BT-549: 110; MCF7: 85; LOX IMVI: 93; MDA-MB-468: 92; MALME-3M: 107; T-47D: 96

Results for CCc1ccc(NC(c2cc3ccc(N(CC)CC)cc3oc2=O)c2nnnn2C(C)(C)C)cc1 (stereo unspecified) ?
MDA-MB-231: 96; BT-549: 103; MCF7: 79; LOX IMVI: 97; MDA-MB-468: 117; HS 578T: 93; MALME-3M: 104; T-47D: 74

Results for COCCn1cc(-c2nc(-c3ccsc3)cs2)c2ccccc21 ?
MDA-MB-231: 88; BT-549: 105; MCF7: 68; LOX IMVI: 53; MDA-MB-468: 103; HS 578T: 95; MALME-3M: 117; T-47D: 69

Structural class: the compounds so far containing fluorine.
Results for O=C(Nc1cccc(-n2cc(-c3ccncc3)c(-c3ccc(Cl)c(O)c3)n2)c1)Nc1ccc(Cl)c(C(F)(F)F)c1 ?
MDA-MB-231: -36*; BT-549: 1.3*; MCF7: -17*; LOX IMVI: -76*; MDA-MB-468: -49*; HS 578T: -7.4*; MALME-3M: -17*; T-47D: -7.1*

How did CC(C)(C)Nc1nc2ccc(OC/C(=C/F)CN)cc2o1 do in these assays?
MDA-MB-231: 103; BT-549: 102; MCF7: 91; LOX IMVI: 100; MDA-MB-468: 100; HS 578T: 99; MALME-3M: 102; T-47D: 98

What do the screens show for `O=C1CCC(C(=O)NNc2c(F)c(F)c(F)c(F)c2F)N1` (stereo unspecified)?
MDA-MB-231: 105; BT-549: 111; MCF7: 99; LOX IMVI: 100; MDA-MB-468: 118; HS 578T: 103; MALME-3M: 107; T-47D: 107

What do the screens show for `O=[N+]([O-])c1c(F)cccc1Nc1cccc(F)c1`?
BT-549: 118; MCF7: 90; LOX IMVI: 102; MDA-MB-468: 127; HS 578T: 102; T-47D: 108

What do the screens show for `CCSc1nc(Cl)c(C#N)c(-c2ccc(F)cc2)n1`?
MDA-MB-231: 105; BT-549: 103; MCF7: 85; LOX IMVI: 87; MDA-MB-468: 84; HS 578T: 92; MALME-3M: 106; T-47D: 90

What do the screens show for `C=C(C)[C@@H]1CC=C2c3sc(-c4ccc(F)cc4)nc3C[C@@H](C)[C@]2(C)C1`?
MDA-MB-231: 90; BT-549: 107; MCF7: 84; LOX IMVI: 100; HS 578T: 105; MALME-3M: 97; T-47D: 94
